MrgX1 allo act: positive allosteric modulators of MrgX1, primary screen, HEK293 cells, Fluo-4 calcium flux. Mas-related G-protein coupled receptor member X1 (Homo sapiens), Q96LB2. FDSS; stronger effect = higher value. B-score at 10 µM. hit rate 0.63% among 310,000. AID 588675, 2011;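 active = plate-corrected calcium response at least 3 library SD above typical, normal starting fluorescence, not activating the receptor alone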;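 note: compound read alongside a low EC10 to EC30 dose of BAM8-22 agonist; peak minus trough fluorescence over baseline measured at the second addition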
Target sequence (Q96LB2 whole entry, looked up): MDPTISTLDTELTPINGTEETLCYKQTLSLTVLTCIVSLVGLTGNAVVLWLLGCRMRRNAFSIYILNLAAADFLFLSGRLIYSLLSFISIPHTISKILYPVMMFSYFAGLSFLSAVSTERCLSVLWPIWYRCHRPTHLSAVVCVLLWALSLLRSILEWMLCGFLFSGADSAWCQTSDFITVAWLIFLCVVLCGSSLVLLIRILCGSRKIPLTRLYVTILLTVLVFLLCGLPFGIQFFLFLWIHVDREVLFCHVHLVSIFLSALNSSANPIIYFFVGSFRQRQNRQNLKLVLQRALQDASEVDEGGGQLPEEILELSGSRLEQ
MrgX1 agonist: agonists of human MrgX1 receptor, primary screen, HEK293 cells, Fluo-4 calcium flux; Mas-related G-protein coupled receptor member X1 (Homo sapiens), Q96LB2; Fluo-4 calcium fluorescence, agonist mode; stronger effect = higher value; B-score at 10 µM; hit rate 0.44% among 310,000;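 active = calcium response B-score plate-corrected fluorescence ratio at least 3 library SD, with starting fluorescence B-score inside 5 SD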
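System – MrgX1-expressing HEK293 cells · Incubation – cells plated overnight, dye loaded 0.5 h 37 °C, 0.5 h room temperature · Technique – kinetic Fluo-4 NW fluorescence of intracellular calcium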
MrgX1 antag: antagonists of human MrgX1 receptor, primary screen, HEK293 cells, Fluo-4 calcium flux; BAM8-22 antagonism; stronger effect = lower value; B-score at 10 µM; hit rate 1.3% among 310,000; AID 588676, 2011;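 active = calcium-response B-score plate-corrected more than 3 library SD below zero, starting fluorescence within 5 deviations, no agonist response on first addition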;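 note: peak minus trough fluorescence over baseline after final BAM8-22 challenge near maximal dose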
Calls only; i = inactive. An excerpt. The share of hits here may be higher or lower than overall.

SMILES | MrgX1 allo act | MrgX1 agonist | MrgX1 antag
CCC[C@H](N[C@@H](C)C(=O)N1[C@H](C(=O)O)C[C@@H]2CCCC[C@@H]21)C(=O)OCC | i | i | i
O=C(O)[C@@H]1[C@H]2C[C@H]3c4[nH]c5ccccc5c4CCN3C[C@@H]2CC[C@@H]1O | i | i | i
COc1c(O)cc2c(c1O)C1OC(CO)C(O)C(O)C1OC2=O (stereo not drawn) | i | i | i
Cc1onc(-c2ccccc2Cl)c1C(=O)N[C@@H]1C(=O)N2[C@@H]1SC(C)(C)[C@@H]2C(=O)O | i | i | i
CC(=O)N1C[C@H](O)C[C@H]1C(=O)O | i | i | i
CC(C)(CO)[C@@H](O)C(=O)NCCC(=O)O | i | i | i

Exported with values under each structure: entries from further up.
Every second line gives: MrgX1 allo act, MrgX1 agonist, MrgX1 antag
- COc1c(O)cc2c(c1O)C1OC(CO)C(O)C(O)C1OC2=O (stereo not drawn)
→ i, i, i
- CC(=O)N1C[C@H](O)C[C@H]1C(=O)O
→ i, i, i

Part of the list above in another layout.
compound	MrgX1 allo act	MrgX1 agonist	MrgX1 antag
Cc1onc(-c2ccccc2Cl)c1C(=O)N[C@@H]1C(=O)N2[C@@H]1SC(C)(C)[C@@H]2C(=O)O	i	i	i
CC(=O)N1C[C@H](O)C[C@H]1C(=O)O	i	i	i
CC(C)(CO)[C@@H](O)C(=O)NCCC(=O)O	i	i	i

Source: PubChem BioAssay (Johns Hopkins Ion Channel Center)
